# mcGAS MS inh: inhibitors of mouse cGAS; AID 1259397; recombinant mouse cGAS, cGAMP by RapidFire MS; 130,000 tested, 0.18% active; inhibition, % at 12.5 µM;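 active means inhibition of cGAS enzyme activity at or above 60%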;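 further: enzyme stimulated by 45 bp dsDNA with ATP and GTP substrates; cGAMP share of summed cGAMP plus half ATP and half GTP signals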
# Target sequence (Q8C6L5 whole entry, looked up): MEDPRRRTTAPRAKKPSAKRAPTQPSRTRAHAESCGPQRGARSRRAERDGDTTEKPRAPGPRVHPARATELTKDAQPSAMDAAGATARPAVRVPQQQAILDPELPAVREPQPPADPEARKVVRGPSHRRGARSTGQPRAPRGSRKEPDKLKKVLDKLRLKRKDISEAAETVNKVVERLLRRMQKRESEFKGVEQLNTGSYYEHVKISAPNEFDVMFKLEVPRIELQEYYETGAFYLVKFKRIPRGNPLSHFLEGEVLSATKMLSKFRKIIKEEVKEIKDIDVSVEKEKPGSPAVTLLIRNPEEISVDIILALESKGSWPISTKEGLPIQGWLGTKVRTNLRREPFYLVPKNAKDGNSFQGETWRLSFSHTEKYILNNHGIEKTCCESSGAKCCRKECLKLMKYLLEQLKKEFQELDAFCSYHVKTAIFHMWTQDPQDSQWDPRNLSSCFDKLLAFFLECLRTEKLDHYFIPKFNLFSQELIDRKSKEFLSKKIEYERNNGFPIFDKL
# * = called active by the depositor; & = joins results of further samples. Only part of the results is shown; count on the stated rates, not on these rows.
compound	mcGAS MS inh
CCc1c(C(=O)NCC(F)(F)F)cnn1-c1ccc(C)cc1	-6
CCOc1ccc(C(=O)NCCNc2cc(N3CCCC3)nc(C)n2)cc1	-2
CCNC(=O)NCC1CCN(Cc2cccc3ccccc23)C1 (stereo not drawn)	2
CCOC(=O)c1ccccc1Sc1ccccc1OC	-9
CC(=O)Nc1sc(CC#N)nc1-c1ccc(C)cc1	17
COc1ccccc1N1CCN(C(=O)CC2CSc3ncc(C)c(=O)n32)CC1 (stereo not drawn)	-3
Cc1cc(NC(=O)C(=O)N2CCc3[nH]c4ccc(F)cc4c3C2)no1	-7
O=C(CSc1nnc(-c2ccco2)o1)NC(=O)NC1CCCCC1	-4
COc1ccccc1CNS(=O)(=O)c1ccc(Br)s1	-1
CC(C)(C)NC(=O)NC(=O)COC(=O)c1ccc([N+](=O)[O-])o1	-17
CN1CCN(c2ncccc2CNC(=O)CCc2nc(Cl)n[nH]2)CC1	-24
O=C(Cc1noc(C2CC2c2ccc(Cl)cc2)n1)NC1CCCC1 (stereo not drawn)	-12
COCCOc1cccc(NC(=O)N2CCCC(C(=O)N(C)C)C2)c1 (stereo not drawn)	-11
CCn1c(C(=O)N2CCN(CCS(C)=O)CC2)cc2ccccc21 (stereo not drawn)	-7
CC(=O)c1cccc(NC(=O)c2nc3nc(C)cc(C(F)F)n3n2)c1	-6
COC(=O)C1Cc2ccccc2CN1C(=O)CN(C)CC(=O)Nc1ccc(C)cc1 (stereo not drawn)	-2
CC1c2cccn2CCN1C(=O)Cc1nc(-c2cccnc2)n[nH]1 (stereo not drawn)	-21
Cc1cccc(CC(=O)N2CCN=C2SCc2ccc([N+](=O)[O-])cc2)c1	-4
O=c1ccc(-c2ccncc2)nn1CCCNS(=O)(=O)c1ccc2c(c1)CCCC2	-2
Cc1ccccc1C(=O)N1CCN(C(C(=O)NCCc2ccccc2)C2CCCC2)CC1 (stereo not drawn)	-6
COc1ccc(OC)c(NS(=O)(=O)c2ccc3[nH]c(=O)[nH]c3c2)c1	11
Cc1nc(Cl)sc1S(=O)(=O)Nc1ccc(C(=O)NC(C)(C)C)cc1	4
CCOC(=O)C(=CNc1nnc(C)s1)C(=O)OCC	41
Cc1nn(-c2ccccc2)c2sc(C(=O)N3CCOC(C)C3)cc12 (stereo not drawn)	-11
Cc1c(O)cccc1C(=O)N[C@@H](CSc1ccccc1)[C@H](O)CN1C[C@H]2CCCC[C@H]2C[C@H]1C(=O)NC(C)(C)C	-9
Cc1ccc(Nc2nc(NCCOCCO)nc(N)c2[N+](=O)[O-])cc1C	-9
Cc1ccc(-c2cnnc(N3CCCCC3CCc3ccc(O)cc3)n2)o1 (stereo not drawn)	4
O=C(Nc1ccc(-c2cscn2)cc1)C1CCCN(C(=O)CCN2CCCCO2)C1 (stereo not drawn)	7
CN1CCN(c2cc(-c3csc4ccccc34)nc(N)n2)CC1	-2
Cc1ccc(C2(CCN)CCOC(C)(C)C2)cc1 (stereo not drawn)	-2

# Reprinted from the results shown (2 entries):
compound	mcGAS MS inh
Cc1c(O)cccc1C(=O)N[C@@H](CSc1ccccc1)[C@H](O)CN1C[C@H]2CCCC[C@H]2C[C@H]1C(=O)NC(C)(C)C	-9
Cc1ccc(Nc2nc(NCCOCCO)nc(N)c2[N+](=O)[O-])cc1C	-9

# Additional compounds:
compound	mcGAS MS inh
CCC(COC)NC(=O)N1CCn2c(nnc2-c2ccccc2)C1 (stereo not drawn)	-12
COc1cc(OC)cc(C(=O)N2CCCC(OCc3ccc(F)c(F)c3)C2)c1 (stereo not drawn)	-4
O=C(c1ccc(Cl)cc1Cl)N1CCCC(OCc2ccc(F)cc2F)C1 (stereo not drawn)	-3
COc1cccc2c(SCC(=O)N3CC(C)OC(C)C3)nccc12 (stereo not drawn)	-2
O=C(O)c1ccccc1-c1nccn1CCc1cccc(F)c1	13
Cc1cccc(C)c1Oc1ncccc1CNC(=O)C1CCCN1C(N)=O (stereo not drawn)	-11
COc1ccc(-c2cnnc(NC(C)c3cn(C)nc3C)n2)cc1F (stereo not drawn)	1
CN(C)S(=O)(=O)N1CCC(Oc2ccc(C(=O)NCCc3ccncc3)cc2)CC1	1
O=C(c1ccccc1)N1CCC(NCCN2CCC(c3ccccc3)C2)CC1 (stereo not drawn)	-7
Cc1sc2nc(C(C)OC(=O)c3cccc(N4CCCC4=O)c3)[nH]c(=O)c2c1C (stereo not drawn)	-8
CCC(C)C(N=C1NS(=O)(=O)c2ccccc21)C(=O)Nc1nnc(C2CC2)s1 (stereo not drawn)	-4
CC(NCc1cccc(C#N)c1)c1cccc(Br)c1 (stereo not drawn)	4
CC1(NC(=O)c2ccccc2OCc2ccccc2Cl)CCS(=O)(=O)C1 (stereo not drawn)	2
FC(F)(F)c1cc(-c2cccs2)nc(N2CCOCC2)n1	13
Cn1cc(CC(=O)NCCOc2cccc3cccnc23)c2ccccc21	-4
O=C(NCC1CCOCC1)c1cccc(OC2CCN(C(=O)C3CC3)CC2)c1	-2
CCOC(=O)C1(C/C=C/c2ccccc2)CCCN(Cc2cn(CC)nc2C)C1 (stereo not drawn)	-7
CCc1cn[nH]c1C1CCN(C2CCN(Cc3ccccc3)CC2)CC1	-5
CC(Sc1nnc(COc2ccc(F)cc2)o1)C(=O)Nc1ccc(Cl)cc1 (stereo not drawn)	13
COc1cccc(NC(=Nc2nc(C)cc(C)n2)NC(C)=O)c1	-9
CC1(C)C(=O)N(c2ccccc2)C(=O)c2ccccc21	-2
Cc1ccc(C23CC4CC(CC(C(=O)NN5CCN(CCO)CC5)(C4)C2)C3)cc1	-7
NC(=O)C1CCN(C(=O)CCc2ccsc2)CC1	-5
Cc1cc(C)cc(C(=O)Nc2c(C)nc3ccccn3c2=O)c1	-14
COc1ccc(F)c(CN2CCC(CCC(=O)N3CCN(c4ccccc4)CC3)CC2)c1	-8
Cc1cc(Sc2nnc(C(F)(F)F)n2C)nc(C)n1	5
CCC(Cc1ccc(C)cc1)N(C)C(=O)COC (stereo not drawn)	1
Cc1ccc(CC2CC(=O)N(C3CCCCC3)C2=O)cc1 (stereo not drawn)	-3
Cc1ccc(C(=O)NCC2CCN(C)C2)cc1-n1cccc1 (stereo not drawn)	-13
CC(C)(C)CNC(=O)c1cn(-c2ccc(C(F)(F)F)cn2)nn1	-2
CCS(=O)CCc1nc(C2CC2)nn1-c1nccc2ccccc12 (stereo not drawn)	4
COc1cc(=O)[nH]c(SC(C)C(=O)N(c2ccccc2)c2ccccc2)n1 (stereo not drawn)	-11
CCn1cc(NC(=O)Nc2ccc(N(C)C)cc2)c2ccccc21	-4
N#Cc1cc(F)ccc1NC(=O)N(Cc1cccnc1)C1CC1	-10
Cc1cccnc1CN1CCN(Cc2ccnc3ccccc23)CC1	3
CCOC(=O)c1c(NC(C)=O)sc2c1CCC(I)C2=O (stereo not drawn)	-5
COc1ccc(OC)c(C2CCCN2S(=O)(=O)c2cc(Cl)ccc2Cl)c1 (stereo not drawn)	16
O=C(CCC(=O)c1ccc(Cl)cc1)NCCc1ccc2c(c1)OCO2	0
CSCc1nnc(SCC(=O)NC(=O)c2ccco2)o1	2
CC(C)c1ccc(S(=O)(=O)N2CCN(C(=O)C3COc4ccccc4C3)CC2)cc1 (stereo not drawn)	-12
Cc1cc(=O)n(CC2CO2)c(N)n1 (stereo not drawn)	-8
O=C(CCc1cccs1)NC1CCCc2c1cnn2-c1ccccn1 (stereo not drawn)	-12
O=c1oc(-c2cccs2)nn1Cc1csc(C2CCCC2)n1	2
Cc1ccc(NC(=O)CNCc2noc(-c3ccc4c(c3)OCO4)n2)c(C)c1	-16
CC(C)C1(C(C)C)OC(=O)c2ccccc21	-12

# 3 structures out of the list, ordered by heavy-atom count, ascending.
compound	mcGAS MS inh
CSCc1nnc(SCC(=O)NC(=O)c2ccco2)o1	2
O=C(CCc1cccs1)NC1CCCc2c1cnn2-c1ccccn1 (stereo not drawn)	-12
Cc1ccc(NC(=O)CNCc2noc(-c3ccc4c(c3)OCO4)n2)c(C)c1	-16

# (list continues)
compound	mcGAS MS inh
Cc1nc(C)c2c(N)c(C(=O)Nc3cccc4nsnc34)sc2n1	3
C=C(C)c1c2c(cc3ccccc13)C[N+](C)(C)C2	3
CC(=O)Nc1ccc(CN2CCC2(C)C(=O)Nc2ccc3c(c2)OCO3)cc1 (stereo not drawn)	-6
CC(C)C(=O)NCCCn1nc(-c2ccncc2)ccc1=O	-7
C=CCNc1nnc(Cc2ccc(OC)cc2)c(=O)[nH]1	-9
NC(=O)c1ccsc1NC(=O)Cn1cc(C(F)(F)F)cc(Cl)c1=O	-14
Cc1nccn1-c1cc(NCCNC(=O)Nc2ccc3c(c2)OCCO3)ncn1	0
O=S(=O)(c1cnc[nH]1)N1CCN(CC2CC2)c2ccccc21	1
COc1ccc(C2Oc3ccccc3C3CC(c4ccc(Cl)cc4)=NN32)cc1 (stereo not drawn)	5
O=C1c2c(O)cc(O)cc2O[C@H](c2ccc(O)c(O)c2)[C@@H]1O	1
CCn1ccnc1CN1CCC(C2(c3ccccn3)NC(=O)NC2=O)CC1 (stereo not drawn)	-20
C=C(C)Cn1c(=O)c2c(nc3n2CCCN3CCc2ccccc2)n(C)c1=O	-2
CC1CCC(NC(=O)c2ccc(Cl)c(N3CCCC3=O)c2)CC1 (stereo not drawn)	-7
CC(=O)Oc1ccc2c(c1OC(C)=O)OCC1(O)Cc3c(cc(OC(C)=O)c(OC(C)=O)c3OC(C)=O)C21 (stereo not drawn)	-5
O=C1CCC(C(=O)N2CCCC(Nc3ccc(F)cc3)C2)=NN1 (stereo not drawn)	-2
Cc1c(C(C)NC(=O)CCOc2ccccc2)cnn1-c1ccccn1 (stereo not drawn)	-3
CN(CCc1ccccc1)C1(C(=O)NCC2CCCOC2)Cc2ccccc2C1 (stereo not drawn)	-45
C=CCn1c2ccccc2c2nnc(SCc3ccc4nonc4c3)nc21	-1
O=C(CCC1CCCN(Cc2cnc[nH]2)C1)N1CCN(Cc2ccccc2)CC1 (stereo not drawn)	-2
O=S(=O)(Nc1ccc(O)cc1)c1cc(Br)ccc1Br	-10
O=C1OCCCN1CCNc1ccc(-c2nc(-c3ccccc3F)no2)cn1	-2
O=C1CC(c2ccccc2)CC(O)=C1S(=O)c1ccc(Cl)cc1 (stereo not drawn)	-5
CC(CCc1ccco1)NC(=O)c1nn(C)c(=O)c2ccccc12 (stereo not drawn)	-5
COc1ccc(OCCN2CCN(C(=N)N)CC2)cc1	-34
COc1cc(OC)c(C(=O)CCCN2CCCC2)c(OC)c1	-2&6&25
O=C(NCCc1nnc2c(C(F)(F)F)cccn12)c1cc2ccccc2[nH]1	-10
O=C(O)c1c(S(=O)(=O)N2CCCOCC2)sc2c1CCNC2	-14
CN(C)Cc1nnc(C(=O)N2C[C@H]3CC=CC[C@H]3C2)o1	-2
Cc1ccccc1-c1ncc(CNC2C=CS(=O)(=O)C2)s1 (stereo not drawn)	-12&-9
Cc1ccccc1-c1nc(Cn2cc(CO)c(-c3cccs3)n2)c(C)o1	-25
CC1CCC(C)N1C(=O)c1cnn2c(-c3ccccc3)ccnc12 (stereo not drawn)	-6
CC(CC1=CCN(CCO)CC1)NC(=O)c1cc(F)ccc1F (stereo not drawn)	-13
COc1ccc(-c2cc(Nc3ccc(NS(=O)(=O)c4ccc(C)cc4)cc3)ncn2)cc1OC	-12
CCc1ccc(CN(C)C(=O)c2ccc(C(C)=O)s2)nc1	-7
CN(C)S(=O)(=O)c1cccc(S(=O)(=O)c2cccc(S(=O)(=O)N(C)C)c2)c1	-4
Cc1nc2c(cnn2C(C)C)cc1C(=O)NCCc1cccc(F)c1	-17
COc1cc(CN2C(=O)C(C)ON=C2Cc2ccccc2)cc(OC)c1 (stereo not drawn)	-1
Fc1ccc(-c2[nH]ncc2CNC(Cn2ccnc2)c2ccccc2)cc1 (stereo not drawn)	-12
COc1ccc(-c2cc(=O)c3ccccc3o2)cc1	-10
Cc1oc(-c2ccccc2)nc1Cn1cc(Cl)c(=O)[nH]c1=O	-10
Cc1ccc(NC(=O)c2c(C)noc2C)c(F)c1	-6
C=CCNCCOc1ccc(C(C)C)cc1	-7
C/C(=N/NC(=O)COc1ccccc1[N+](=O)[O-])c1cccc(NC(=O)c2ccncc2)c1	16
COC(=O)N1CCC(NC(=O)CCCc2cc(C)sc2C)C1 (stereo not drawn)	-7
CC1(C(=O)NCCc2c[nH]c3ccccc23)CCN1Cc1ccc(-n2ccnc2)cc1 (stereo not drawn)	-10
O=S(=O)(Nc1ccc(OC(F)F)cc1)c1ccc(F)c(F)c1F	5
O=c1c(Cl)c(N2CCCC2)cnn1-c1nc2ccccc2s1	-6
Cc1cc(C(=O)N2CCC(C(=O)Nc3cccc(-c4ccco4)c3)CC2)nc(C)n1	-8&3
COCc1c(C(=O)N2CCN(c3ccccc3C)CC2C)noc1C (stereo not drawn)	0
CCOc1ccc(C2CC(c3c(O)cc(C)oc3=O)=Nc3ccccc3S2)cc1 (stereo not drawn)	2
Nc1ncc(Br)cc1S(=O)(=O)NCc1ccc2c(c1)OCO2	-3
O=c1[nH]c(=O)n([C@H]2C[C@H](O)C(CO)O2)cc1I (stereo partly drawn)	-10
O=C(COc1ccc(Cl)cc1)N1CCCC(OCc2cccc(OC(F)(F)F)c2)C1 (stereo not drawn)	-5

# Arranged by value in mcGAS MS inh (falling): 6 of the compounds above.
structure	mcGAS MS inh
CCOc1ccc(C2CC(c3c(O)cc(C)oc3=O)=Nc3ccccc3S2)cc1 (stereo not drawn)	2
COCc1c(C(=O)N2CCN(c3ccccc3C)CC2C)noc1C (stereo not drawn)	0
Nc1ncc(Br)cc1S(=O)(=O)NCc1ccc2c(c1)OCO2	-3
O=C(COc1ccc(Cl)cc1)N1CCCC(OCc2cccc(OC(F)(F)F)c2)C1 (stereo not drawn)	-5
O=c1c(Cl)c(N2CCCC2)cnn1-c1nc2ccccc2s1	-6
O=c1[nH]c(=O)n([C@H]2C[C@H](O)C(CO)O2)cc1I (stereo partly drawn)	-10
